Screens deposited in PubChem BioAssay by National Center for Advancing Translational Sciences (NCATS).
HCV inh = inhibitors of hepatitis C virus infection. Huh7.5.1 HCVcc-Cre infection, luciferase reporter, 44 h. Potency, µM (doses to about 41.8 µM), for the others: top-dose activity change, negative = inhibition, most hits filed as inhibitors. hit rate 3.4% among 340,000; also: potency is read from the fitted curve at half-maximal effect
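Infectious HCVcc-Cre (~0.5 moi) was added to cells just after compound, with cells seeded 4 h earlier at 1,000 per well. Luciferase activity after 44 h culture reported infection; substrate was incubated 15 min at room temperature before reading.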
AmpC no deterg = blocks E. coli AmpC beta-lactamase in detergent-free assay; hit rate 0.52% among 330,000; P00811; AID 485341; AmpC nitrocefin hydrolysis, absorbance 480 nm, 0.0001% Triton; Potency, µM (highest dose often 57.1 µM), for the others: top-dose activity change, negative = inhibition, hits mostly inhibitors;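 also: potency is read from the fitted curve at half-maximal effect; plate controls were no compound for no effect and no enzyme for full effect; nearly all actives have a fitted effect of over 20% in size; some results filed as inactive show a strong effect at the top dose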
Target sequence (P00811 whole entry, looked up): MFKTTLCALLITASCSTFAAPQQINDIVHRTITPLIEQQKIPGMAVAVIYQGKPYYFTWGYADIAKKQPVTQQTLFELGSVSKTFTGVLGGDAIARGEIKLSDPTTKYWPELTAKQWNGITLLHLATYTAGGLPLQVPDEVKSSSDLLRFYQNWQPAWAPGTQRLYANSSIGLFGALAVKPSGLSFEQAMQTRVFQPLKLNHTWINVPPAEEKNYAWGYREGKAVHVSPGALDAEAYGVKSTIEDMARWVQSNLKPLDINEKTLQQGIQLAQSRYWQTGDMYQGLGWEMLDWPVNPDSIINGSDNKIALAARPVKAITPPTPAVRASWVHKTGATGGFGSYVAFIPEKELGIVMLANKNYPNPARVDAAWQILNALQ
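20 mM phosphate pH 7.0 + 0.01% (detergent screen) or 0.0001% Triton X-100; 5.3 nM AmpC reagent; cpd preinc 15 min RT; nitrocefin (800 uM stock) to start; A480 q20 s × 4 min; Activity was normalised to no-enzyme and no-compound control wells.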
HCMV antiviral = blocks human cytomegalovirus replication | HFF cells, HCMV-luciferase reporter, 72 h; stronger effect = lower value | activity change, negative = inhibition, % at 57.5 µM | hit rate 4.5% among 410,000 | AID 1259415; in the data active = activity change below about -60%; inconclusive = no clear call, values can overlap the other calls; inactive = above about -39%
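After 16 h attachment at 37C, HFF cells received test compound and HCMV-luciferase (1 PFU/cell); reporter luminescence read 72 h later, data normalized against buffer-only and known inhibitor Salinomycin.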
AMA1 RON2 block = inhibitors of Plasmodium falciparum AMA1-RON2 interaction | AlphaScreen AMA1-biotinylated RON2 peptide binding | hit rate 0.2% among 360,000 | Potency, µM (series often up to 58.2 µM), inactives show at the top dose activity change, negative = inhibition, most hits filed as inhibitors;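 also: potency is read from the fitted curve at half-maximal effect; 0% = vehicle wells and -100% = peptide control; nearly all actives have a fitted effect of over 45% in size; some results filed as inactive show a strong effect at the top dose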
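AMA1 (3D7) with his tag at 25 nM final met compounds first, then biotinylated RON2 peptide at 25 nM; detection used donor plus acceptor beads, 10 µg/mL apiece, read by AlphaScreen after 30 min at room temperature.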
AmpC inh detg = AmpC beta-lactamase inhibition with detergent present; P00811; AmpC hydrolysis of nitrocefin, absorbance 480 nm, 0.01% Triton; Potency, µM (titrated, usually from 114 µM), for the others: at the top dose activity change, negative = inhibition, usual class: inhibitors; hit rate 0.041% among 370,000; AID 485294;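 also: potency is read from the fitted curve at half-maximal effect; 0% = no-compound wells and -100% = no-enzyme wells; nearly all actives have a fitted effect of over 25% in size; some results filed as inactive show a strong effect at the top dose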
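AmpC (5.3 nM in the dispensed reagent) in 20 mM phosphate pH 7.0 with 0.01% (detergent screen) or 0.0001% Triton X-100 was preincubated with compounds for 15 min at room temperature. Nitrocefin was then added from an 800 uM solution, and hydrolysis was followed at 480 nm.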
TbPYK inhibitor = blocks Trypanosoma brucei pyruvate kinase | Q57TT1 | TbPYK enzyme, Kinase-Glo Plus ATP luminescence, 45 min | Potency, µM (series often up to 76.8 µM), without a hit: at the top dose activity, negative = inhibition, most hits filed as inhibitors | hit rate 0.12% among 410,000 | AID 624173; also: potency is read from the fitted curve at half-maximal effect; nearly all actives have a fitted effect of over 50% in size
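Readout: single end-point luminescence (Kinase-Glo Plus, 10 min). Reaction conditions were TbPYK/substrate plus 130 uM ADP, 45 min at RT, pH 7.2 TEA buffer. No-enzyme wells served as controls, and data were normalized before concentration-response fitting.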
LmPK inhibitor = LmPK (Leishmania mexicana) enzyme inhibition; purified LmPK, Kinase-Glo ATP luminescence, 1 h; AID 1721; Q27686; Potency, µM (series often up to 57.5 µM), for the others: at the highest dose activity change, negative = inhibition, usual class: inhibitors; hit rate 0.37% among 290,000; also: potency is read from the fitted curve at half-maximal effect
Target sequence (Q27686 whole entry, looked up): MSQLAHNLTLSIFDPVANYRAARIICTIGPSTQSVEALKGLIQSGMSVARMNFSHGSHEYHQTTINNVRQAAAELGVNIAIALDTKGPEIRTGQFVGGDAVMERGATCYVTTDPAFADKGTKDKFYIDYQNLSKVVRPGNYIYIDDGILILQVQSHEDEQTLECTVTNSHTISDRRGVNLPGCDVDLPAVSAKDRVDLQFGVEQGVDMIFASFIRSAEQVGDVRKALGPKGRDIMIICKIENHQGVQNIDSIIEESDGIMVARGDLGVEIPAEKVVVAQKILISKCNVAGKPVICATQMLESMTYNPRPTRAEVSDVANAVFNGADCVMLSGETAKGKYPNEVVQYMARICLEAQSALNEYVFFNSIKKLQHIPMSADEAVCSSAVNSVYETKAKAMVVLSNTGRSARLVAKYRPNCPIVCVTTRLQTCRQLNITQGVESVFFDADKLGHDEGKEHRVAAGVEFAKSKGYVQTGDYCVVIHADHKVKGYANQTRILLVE
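Kinase-Glo luminescence read after 1 h RT reaction of 0.1 nM LmPK with 0.5 mM PEP and 0.1 mM ADP. Activity scaled between uninhibited and enzyme-free controls.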
An asterisk follows results filed as active; ? = inconclusive; / = not tested or not shown; & = joins results of further samples; [ ] = dose if it differs, or a comment. Unless noted, calls follow the shape of the dose curve; as a rule, active = well fitted curve in the direction sought with a large enough effect; inconclusive = small, poorly fitted or top-dose-only effect, or another doubt; inactive = no such curve, though single readings can be large; an effect the other way counts as inactive or inconclusive. Unless noted, % is scaled to controls: 0 for no effect and ±100 for the full control effect. Hits appear at their usual frequency; about 7.5% have a hit in one of these screens.

# | mol | TbPYK inhibitor | AMA1 RON2 block | HCMV antiviral | HCV inh
1 | NC(=O)COC(=O)C1c2ccccc2Oc2ccccc21 | 1% | -6% | 65 | 4%
2 | Cc1cccc(NC(=O)C2CCCN(c3nnc(-n4c(C)ccc4C)s3)C2)c1C (stereo unspecified) | -4% | / | -6 | /
3 | CCN(CC)C(=O)Oc1cc(=O)n2c3c(cccc13)CCC2 | 3% | -4% | -10 | 6%
4 | C=CCOC(=O)C1=C[C@@H](c2csc3ccccc23)C[C@@H](OCc2ccc(CO)cc2)O1 | 0% | 0% | -7 | ?
5 | O=C(NC1(C(F)(F)F)N=C2SCCN2C1=O)c1ccccc1 (stereo unspecified) | / | -4% | 16 | 5%
6 | CC(=O)Nc1ccc(S[C@@H](CCN2CC[C@H](O)CCC2=O)c2ccccc2)cc1 | -9% | -6% | -22 | 7%
7 | COc1ccc(/C=N/NC(=O)Cc2csc(Nc3cccc(C(F)(F)F)c3)n2)cc1C | 4% | -6% | ? | ?
8 | Cc1cccc(C)c1OCC(O)CN(Cc1ccccc1O)C1CCCCC1 (stereo unspecified) | 3% | -6% | -69* | ?
9 | Cc1ccc2nc3c(c(Nc4ccc(C)c(C)c4)c2c1)CCC3 | 1% | / | ? | /
10 | CCOc1cccc(C2C(C(=O)c3ccc(C)o3)=C(O)C(=O)N2Cc2ccncc2)c1 (stereo unspecified) | -4% | -16% | -7 | 31%[activator]

# | AmpC no deterg | AmpC inh detg | LmPK inhibitor
1 | 3% | 6% | 7%
2 | / | 0% | /
3 | -8% | -2% | -1%
4 | 1% | 2% | 5%
5 | -21% | -12% | 0%
6 | 53% | -5% | /
7 | -31% | 1% | 0%
8 | -22% | -6% | 10%
9 | / | -5% | /
10 | 2% | 0% | -2%

Other records
# | mol | TbPYK inhibitor | AMA1 RON2 block | HCMV antiviral | HCV inh
11 | CCc1ccc(NC(=O)CSc2nc(=O)n(CCCN(C)C)c3c2CCC3)cc1 | 0% | 1% | -28 | ?
12 | COCC(C)NC(=O)C(C)N1c2cccc3cccc(c23)S1(=O)=O (stereo unspecified) | -3% | 4% | 8 | 27%
13 | CCc1ccc(CNC(=O)C2CCC(=O)N2C2CCCCC2)cc1 (stereo unspecified) | 4% | -16% | -7 | 16%
14 | CN1CCCN(S(=O)(=O)c2ccc3c(c2)OCCO3)CC1 | 1% | 6% | 6 | 0%
15 | COc1ccccc1Oc1coc2cc(OC(=O)N3CCOCC3)ccc2c1=O | 6% | -7% | -8 | -3%
16 | COc1ccc(NC(=O)CNC(=O)N2CC(=O)Nc3ccccc32)cc1OC | -7% | 18% | -8 | ?
17 | O=C(CCN1CCN(c2ccccc2)CC1)NNC(=S)Nc1ccccc1Cl | -6% | 39%[activator] | 29 | 6%
18 | COc1ccc(Cc2nnc(NC(=O)Nc3ccccc3F)s2)cc1 | -3% | 3% | -33 | 3%
19 | CC#CP(=O)(OC)C(O)(CF)c1ccccc1 (stereo unspecified) | 0% | 2% | -25 | 22%
20 | CCCCN1C[C@H](c2ccc(Br)cc2)[C@@H](CC(=O)Nc2ccc(Br)cc2)C1=O | -6% | -2% | 12 | /

# | AmpC no deterg | AmpC inh detg | LmPK inhibitor
11 | 62%[activator] | 0% | /
12 | -3% | 0% | 3%
13 | 34% | ? | 7%
14 | -15% | -5% | 3%
15 | 14% | ? | 8%
16 | -8% | 3% | 2%
17 | -27% | -4% | 2%
18 | -21% | ? | 6%
19 | -16% | -12% | 1%
20 | / | / | /

Additional results.
# | mol | TbPYK inhibitor | AMA1 RON2 block | HCMV antiviral | HCV inh
21 | CC(C)CCOc1ccc(C(CC(N)=O)C(=O)O)cc1 (stereo unspecified) | 3% | 5% | 14 | -12%
22 | CCOCCc1c(O)nc(SCC)[nH]c1=O | 1% | -1% | 0 | 15%
23 | CCOc1ccc(CNC(=O)C2CCN(c3nn4c(=O)cc(C)nc4s3)CC2)cc1 | -3%&-2% | 5% | 33&-4 | -6%
24 | C/C(=N/NC(=O)CNC(=O)C1COc2ccccc2O1)c1ccc([N+](=O)[O-])cc1 (stereo unspecified) | -7% | 2% | -20 | -30%
25 | CCc1cccc2c(C(=O)COC(=O)[C@@H]3CC(O)CN3S(=O)(=O)c3ccccc3[N+](=O)[O-])c[nH]c12 (stereo partly specified) | 4% | 1% | -21 | ?
26 | CN(C)S(=O)(=O)c1ccc2c(c1)N(CC(=O)NCc1cccc(Br)c1)C(=O)CS2 | -1% | / | 3 | /
27 | CC(C)C(CCNC(=O)CC(Cc1ccccc1)c1ccco1)c1ccco1 (stereo unspecified) | -10% | 7% | 3 | -5%
28 | COCCN(CC(=O)NC1CCCCC1)C(=O)/C=C/C(=O)c1ccc(OC)cc1O | ? | 2% | -112* | ?
29 | CC1(NC(=S)N(CCO)CCO)CCS(=O)(=O)C1 (stereo unspecified) | 4% | 3% | 14 | 13%
30 | COc1ccc(C=NCC2OCCc3ccccc32)cc1OC (stereo unspecified) | 2% | 9% | ? | 11%

# | AmpC no deterg | AmpC inh detg | LmPK inhibitor
21 | -23% | -13% | 5%
22 | -13% | 0% | 1%
23 | 28% | -1%&-4% | 5%
24 | -37% | ? | -1%
25 | -10% | / | /
26 | / | 3% | /
27 | 8% | -6% | 0%
28 | 50% | -3% | 2%
29 | -9% | ? | -3%
30 | -7% | ? | 5%

Carrying on.
# | mol | TbPYK inhibitor | AMA1 RON2 block | HCMV antiviral | HCV inh
31 | COc1cccc(NC(=O)N2CCCC2C(=O)NC2CCCC2)c1 (stereo unspecified) | 2% | 14% | 35 | 10%
32 | CN=C1S/C(=C\c2ccc(O)c(OC)c2)C(=O)N1C | 6% | 1% | 93 | -19%
33 | CC(=O)N1C(=O)N(C(C)=O)C2C1N(C)C(=O)N2C(C)=O (stereo unspecified) | 34%[activator] | 7% | -5 | 8%
34 | COc1ccccc1NC(=O)c1sc2nc3c(cc2c1N)CCCCCC3 | 6% | / | -20 | /
35 | CCOc1ccc2[nH]c3c(NCCc4ccc(OC)c(OC)c4)ncnc3c2c1 | 1% | -29% | -66* | 13µM*
36 | Cc1ccc(Cl)cc1N(CC(=O)NCc1ccc2c(c1)OCO2)S(C)(=O)=O | 10% | -9% | 30 | 27%
37 | CCOC(=O)c1[nH]c2ccccc2c1NC(=O)c1ccccc1OC | 5% | / | ? | /
38 | CCc1nn(CC(=O)N2CCN(c3cc(C)ccc3C)CC2)c(=O)c2cc3occc3n12 | -12%&0% | -9% | 43&-16 | -22%
39 | O=C(/C=C/c1ccc(F)cc1)NCC1(c2ccccc2)CCOCC1 | 2% | -24% | ? | 16%
40 | COc1cccc(Oc2cnc(N)nc2-c2ccc(OC)cc2O)c1 | 8% | -15% | -5 | ?

# | AmpC no deterg | AmpC inh detg | LmPK inhibitor
31 | -16% | 0% | -11%
32 | / | / | /
33 | -6% | 8% | -6%
34 | / | -1% | /
35 | 71%[activator] | 4% | 4%
36 | -1% | 2% | -2%
37 | / | 2% | /
38 | -20% | -2%&5% | -5%
39 | 15% | 0% | -1%
40 | -10% | ? | 4%

Pulled one by one from above:
# | mol | TbPYK inhibitor | AMA1 RON2 block | HCMV antiviral | HCV inh
23 | CCOc1ccc(CNC(=O)C2CCN(c3nn4c(=O)cc(C)nc4s3)CC2)cc1 | -3%&-2% | 5% | 33&-4 | -6%
13 | CCc1ccc(CNC(=O)C2CCC(=O)N2C2CCCCC2)cc1 (stereo unspecified) | 4% | -16% | -7 | 16%
20 | CCCCN1C[C@H](c2ccc(Br)cc2)[C@@H](CC(=O)Nc2ccc(Br)cc2)C1=O | -6% | -2% | 12 | /

# | AmpC no deterg | AmpC inh detg | LmPK inhibitor
23 | 28% | -1%&-4% | 5%
13 | 34% | ? | 7%
20 | / | / | /

Arranged by SMILES length (ascending): 5 of the compounds above.
# | mol | TbPYK inhibitor | AMA1 RON2 block | HCMV antiviral | HCV inh
31 | COc1cccc(NC(=O)N2CCCC2C(=O)NC2CCCC2)c1 (stereo unspecified) | 2% | 14% | 35 | 10%
37 | CCOC(=O)c1[nH]c2ccccc2c1NC(=O)c1ccccc1OC | 5% | / | ? | /
39 | O=C(/C=C/c1ccc(F)cc1)NCC1(c2ccccc2)CCOCC1 | 2% | -24% | ? | 16%
35 | CCOc1ccc2[nH]c3c(NCCc4ccc(OC)c(OC)c4)ncnc3c2c1 | 1% | -29% | -66* | 13µM*
38 | CCc1nn(CC(=O)N2CCN(c3cc(C)ccc3C)CC2)c(=O)c2cc3occc3n12 | -12%&0% | -9% | 43&-16 | -22%

# | AmpC no deterg | AmpC inh detg | LmPK inhibitor
31 | -16% | 0% | -11%
37 | / | 2% | /
39 | 15% | 0% | -1%
35 | 71%[activator] | 4% | 4%
38 | -20% | -2%&5% | -5%

(next part)
# | mol | TbPYK inhibitor | AMA1 RON2 block | HCMV antiviral | HCV inh
41 | CCc1cc(-c2n[nH]c(=S)n2CC(C)C)cs1 | 3.2µM* | 43%[activator] | ? | 12%
42 | CCOc1ccc(C(C)(C)C)cc1S(=O)(=O)Nc1ccncc1 | -2% | -1% | -11 | 12%
43 | Cc1c(-n2c(SCC(=O)O)nnc2-c2ccccc2Br)c(=O)n(-c2ccccc2)n1C | -2% | -20% | -37 | 8%
44 | CCOC(=O)c1c(C)[nH]c(C(=O)Nc2cc(OCC)c(N3CCOCC3)cc2OCC)c1C | -2% | -16% | 74 | ?
45 | Cc1ccc(S(=O)(=O)c2cn(Cc3ccccc3)c3cc(N4CCCC4)c(F)cc3c2=O)cc1 | 3% | / | 3 | /
46 | CCc1ccc(-n2nc3ccc(NC(=O)COc4ccc(OC)cc4)cc3n2)cc1 | -10% | / | 51 | /
47 | N#C/C(=C/c1ccccc1OCc1ccc(F)cc1)c1ccc(C(=O)O)cc1 | -7% | -13% | 2 | 5%
48 | O=C(COc1ccc(Br)cc1Cl)NNC(=O)c1ccccc1 | 2% | 47%[activator] | -39 | 2%
49 | CC#CC[N+](C)(CC#CC)CC(=O)c1ccccc1 | 3% | -12% | 23 | 5%
50 | O=C1COc2ccc(C(=O)COC(=O)Cc3ccccc3)cc2N1 | 1% | 0% | -26 | 16%

# | AmpC no deterg | AmpC inh detg | LmPK inhibitor
41 | -37% | -8% | ?
42 | -17% | -4% | 1%
43 | -15% | 2% | -1%
44 | -6% | -12% | /
45 | / | -7% | /
46 | / | 2% | /
47 | -37% | ? | -5%
48 | -24% | -1% | /
49 | -9% | 1% | 1%
50 | -13% | ? | /
